# Compound activity (PubChem)
# NALP1 yeast inh = NALP1 inhibition; inhibition, % at 10 µM; actives 0.61% (n = 280,000); S. cerevisiae NALP1/ASC/caspase-1 growth, X-gal OD620, 72 h; in the data active = inhibition mostly above about 24%, no sharp cut-off; inactive = mostly below about 32%; also: some compounds called inactive have numbers as strong as hits
# IDE act = IDE (human) activation, cell-based | P14735 | HEK cells, FAbeta-B cleavage, fluorescence polarization; 0% vehicle, 100% cell-free pure enzyme wells | activation, % at 5.96 µM | actives 0.073% (n = 340,000) | AID 493087;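 active = activation above the mean of all tested compounds plus 3 SD, set per screening campaign, cut at about 17% in these data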
# pCIP destab = compounds decreasing mouse p/CIP protein stability. F442A p/CIP-EGFP cells, EGFP fluorescence, 16 h. decrease of EGFP signal, % at 10 µM. actives 0.01% (n = 290,000). AID 1984;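 active = EGFP signal decrease of at least 30% at 10 µM or well 3 SD below plate mean, unless failing retest; inactive = the rest, including hits failing retest or dose response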; also: some compounds called inactive have numbers as strong as hits; many of its hits are not listed in these tables
# Target sequence (Q05BA5 1-1403): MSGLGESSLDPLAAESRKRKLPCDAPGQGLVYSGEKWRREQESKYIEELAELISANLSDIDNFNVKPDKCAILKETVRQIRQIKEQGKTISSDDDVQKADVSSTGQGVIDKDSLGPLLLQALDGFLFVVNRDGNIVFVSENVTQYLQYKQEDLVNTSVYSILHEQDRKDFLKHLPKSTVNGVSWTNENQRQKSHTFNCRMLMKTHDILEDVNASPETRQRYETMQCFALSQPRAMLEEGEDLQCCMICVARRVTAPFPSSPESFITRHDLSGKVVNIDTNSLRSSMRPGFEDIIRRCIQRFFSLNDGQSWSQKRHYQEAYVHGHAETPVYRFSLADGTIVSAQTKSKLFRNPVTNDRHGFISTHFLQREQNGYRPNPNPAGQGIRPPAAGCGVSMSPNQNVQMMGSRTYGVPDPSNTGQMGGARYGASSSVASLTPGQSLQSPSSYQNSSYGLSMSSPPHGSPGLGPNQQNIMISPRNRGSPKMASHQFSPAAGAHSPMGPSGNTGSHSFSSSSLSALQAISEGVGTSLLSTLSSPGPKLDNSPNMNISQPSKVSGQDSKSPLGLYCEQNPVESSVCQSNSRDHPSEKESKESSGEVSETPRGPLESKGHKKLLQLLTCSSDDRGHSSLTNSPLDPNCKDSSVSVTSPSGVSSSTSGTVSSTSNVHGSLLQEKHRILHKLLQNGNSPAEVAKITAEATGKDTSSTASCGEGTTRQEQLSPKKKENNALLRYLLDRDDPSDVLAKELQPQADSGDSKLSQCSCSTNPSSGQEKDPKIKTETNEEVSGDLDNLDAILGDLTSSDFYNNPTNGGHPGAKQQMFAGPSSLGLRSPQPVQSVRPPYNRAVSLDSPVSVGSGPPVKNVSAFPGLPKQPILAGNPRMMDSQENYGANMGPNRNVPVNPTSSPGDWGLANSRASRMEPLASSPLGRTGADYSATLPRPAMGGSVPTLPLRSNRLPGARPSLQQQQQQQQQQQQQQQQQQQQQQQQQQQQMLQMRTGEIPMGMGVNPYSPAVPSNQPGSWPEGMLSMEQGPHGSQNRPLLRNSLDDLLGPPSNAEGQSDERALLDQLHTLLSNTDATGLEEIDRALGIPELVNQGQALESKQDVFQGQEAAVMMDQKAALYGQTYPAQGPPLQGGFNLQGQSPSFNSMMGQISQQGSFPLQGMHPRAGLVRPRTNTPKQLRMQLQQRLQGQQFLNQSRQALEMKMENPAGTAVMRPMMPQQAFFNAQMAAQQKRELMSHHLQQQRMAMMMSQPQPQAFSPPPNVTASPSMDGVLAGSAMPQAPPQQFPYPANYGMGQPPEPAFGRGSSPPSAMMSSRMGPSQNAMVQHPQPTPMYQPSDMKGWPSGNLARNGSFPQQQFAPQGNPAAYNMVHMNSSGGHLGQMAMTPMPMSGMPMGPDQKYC
# UBC9 SUMO inh = SUMOylation inhibition | inhibition, % at 35 µM | HTRF SUMOylation assay, SAE1/SAE2 + UBC9, in vitro | actives 0.36% (n = 290,000) | P63279; in the data active = inhibition above about 50%, passing the limit was not always enough; also: strong numbers were not always called active
# MEKK2 WT-MEK5 = raises or lowers MEK5 binding to wildtype human MEKK2 PB1 domain. Q9Y2U5. bead flow cytometry, Alexa488-MEK5 binding to MEKK2 WT; actives lie on both sides. binding response (% of control), % at 10 µM. actives 1.1% (n = 290,000). AID 1531; in the data active = binding response below about 67% or above about 130%
# IDE inh = cellular human IDE inhibition | AID 434962 | HEK cells, FAbetaB cleavage, fluorescence polarization | inhibition, % at 5.59 µM | actives 0.41% (n = 320,000) | P14735;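 active = percent inhibition above the average of all tested compounds plus 3 SD, set per screening campaign, cut at about 16% in these data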;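 also: IDE supplied by intact live HEK cells; FP after avidin binding of uncleaved biotin substrate so inhibition keeps polarization high; 0% = DMSO wells and 100% = 60 µM reference IDE inhibitor Ii1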
# M18AAP inhibitor = blocks P. falciparum M18 aspartyl aminopeptidase. inhibition, % at 7.35 µM. recombinant PfM18AAP, H-Glu-NHMec fluorogenic cleavage. actives 1.2% (n = 290,000);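 active = inhibition above the campaign mean inhibition over all tested compounds plus 3 SD, cut at about 28% in these data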;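 also: 0% = plate median of test compound wells and 100% = 2 mM ZnCl2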
# MEKK2mut PB1 HTS = signal of MEK5 binding to mutant human MEKK2 PB1 domain. AID 1530. actives 0.35% (n = 290,000). percent response, % at 10 µM. bead flow cytometry, Alexa488-MEK5 binding to MEKK2 mutant; in the data active = percent response above about 24%, passing the limit was not always enough; also: inactives centre near 1; some results filed as inactive read as strong as hits; reference of the scale not given here
# MEKK3 PB1 HTS = modulators (inhibitors or enhancers) of MEK5 binding to human MEKK3 PB1 domain; Q99759; bead-based flow cytometry, Alexa488-MEK5 binding to MEKK3; actives lie on both sides; 0 = blocked by unlabeled MEK5, 100 = vehicle; binding response (% of control), % at 10 µM; actives 1.4% (n = 290,000);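 active = binding response more than 3 SD above or below the average of its plate-row segment, actives on both sides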;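 also: Alexa488 bead fluorescence after subtracting the streptavidin-only scavenger bead signal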
# An asterisk follows results filed as active; . = no result given; [ ] = remark or other dose. These rows are one share of the data. The share of hits here may be higher or lower than overall.
SMILES,NALP1 yeast inh,IDE act,pCIP destab,UBC9 SUMO inh,MEKK2 WT-MEK5,IDE inh,M18AAP inhibitor,MEKK2mut PB1 HTS,MEKK3 PB1 HTS
CCCC(=O)Nc1nc2ccc(NC(=O)c3ccc(Br)o3)cc2s1,9,-3,-5,2,99,0,13,-2,101
CC(Sc1nc(-c2ccccc2)cc(C(F)(F)F)n1)C(=O)Nc1sc2c(c1C(N)=O)CCC2 (stereo not drawn),16,5,-2,12,90,-4,-14,-2,87
Cc1ccc(NS(=O)(=O)c2ccc3c(c2)n(C)c(=O)n3C)c(C)c1,3,3,2,5,102,0,-6,3,102
C=CCN=c1scc(C)n1/N=C/c1ccc(O)c(O)c1,5,-4,6,-8,99,-6,57*,1,98
O=C(CSc1nc(-c2ccccc2)c(-c2ccccc2)[nH]1)Nc1ccc2c(c1)OCO2,19,3,-5,-1,113,3,3,1,146*
CCOc1cccc(OCCOCCN(C)C)c1,33,5,0,-6,89,8,-2,-4,88
CCc1sc(C(=O)N2CCN(c3ncccn3)CC2)cc1Br,5,-1,-16,-8,112,2,-2,7,105
Cn1c(=O)n(C)c2cc(/C=N/N=C3/NC(=O)C(CC(=O)O)S3)ccc21 (stereo not drawn),11,-2,-15,12,100,0,0,-4,105
CCCOC1CCCN(C(=O)c2cc(COc3ccc(-n4cncn4)cc3)on2)C1 (stereo not drawn),-2,1,8,-2,95,3,3,-12,96
CCOC(=O)C(=CNc1nc(-c2ccc3ccccc3c2)cs1)C(=O)OCC,-1,-1,-5,7,96,1,3,-3,95
CCOCCn1c(SCc2c(F)cccc2Cl)nc2c1c(=O)[nH]c(=O)n2C,1,2,0,11,99,0,-2,-3,100
CCCc1cc(=O)oc2c(C)c(OCc3nn[nH]n3)ccc12,-13,2,6,19,79,11,-1,-22,76
CCOC(=O)CC(N)c1ccc2c(c1)OCO2 (stereo not drawn),-2,.,2,-1,104,-1,1,7,104
CC(C)Cc1nc2ccccc2n1CCc1ccccc1,35,-1,1,5,103,2,0,1,104
C=CCNC(=O)CCNS(=O)(=O)c1ccc(Br)cc1,-5,4,-2,-29,112,5,-2,7,108
Cc1ccc2nc3c(nc2c1C)CCCC3,17,2,-5,11,103,3,-2,-3,101
CCOC(=O)c1c(C)[nH]c(C(=O)COC(=O)COc2ccccc2C=O)c1C,-3,-4,-5,16,91,5,14,-2,70*[inhibitor]
O=C(C(c1ccccc1)c1ccccc1)N1CCOCC1,5,-1,-5,8,103,-1,-14,4,98
Cc1cccc2c(-c3ccccc3)cc(=O)[nH]c12,-8,-8,-14,0,99,5,6,1,105
O=C(CSc1nnc(-c2cccc(S(=O)(=O)N3CCCC3)c2)n1-c1ccccc1)Nc1cccc(C(=O)O)c1,.,3,-5,17,98,1,-5,2,94
Cc1onc(-c2c(F)cccc2Cl)c1C(=O)OCC(=O)NC1CC1,-6,-3,2,-1,90,0,0,-2,70*[inhibitor]
O=C(Nc1ccc(Cc2ccncc2)cc1)C1CCC(N2C(=O)C3C4C=CC(C4)C3C2=O)CC1 (stereo not drawn),-3,-2,-16,-10,.,5,-8,.,.
CCOC(=O)C(NC(=O)CC)C(O)c1cccc([N+](=O)[O-])c1 (stereo not drawn),21,0,-8,20,105,-4,-4,1,105
O=C(Oc1ccc(=O)n(-c2ccccc2)n1)c1ccc(Cl)cc1,3,0,10,-26,94,0,5,-5,85
C=C(C)CNC(=S)Nc1sc2c(c1C(=O)OCC)CC(C)(C)OC2,20,-3,1,0,102,5,1,0,94
O=C(NCCCN1CCCC1=O)C(=O)NCC1OCCN1S(=O)(=O)c1ccc(Cl)cc1 (stereo not drawn),13,10,-7,5,103,2,-3,4,98
Cc1cc(C(=O)NCCCN2CCOCC2)n(-c2ccccc2)n1,12,1,4,-12,104,0,0,3,103
C=CCOc1ccc(/C(O)=C2/C(=O)C(=O)N(CCCN3CCOCC3)C2c2ccccc2)cc1 (stereo not drawn),.,0,.,.,102,0,-1,8,100
O=C(/C=C1\SC(=O)NC1=O)Nc1ccc(C(=O)O)cc1,.,4,-2,8,60,-6,36*,-27,56
CC1CCN(C(=O)C2CCN(S(=O)(=O)c3ccc(-n4cnnn4)cc3)CC2)CC1,-7,-2,-6,11,104,-2,-7,2,99
C[C@@H](C(=O)Nc1ccc2ccccc2c1)[C@@H]1C[C@@]1(C)[C@@H](NC(=O)c1cnccn1)c1ccccc1,25,-1,-26,-18,103,6,2,5,107
Cn1c(=O)c2ncn(CC(=O)Nc3nc(-c4ccc(Cl)cc4)cs3)c2n(C)c1=O,23,-1,-36,7,107,-6,-6,1,108
CCOC(=O)N/N=C/c1c(C)c(C(=O)c2ccc(F)cc2)n2ccccc12,11,2,-8,4,67,-1,-7,-12,74*[inhibitor]
Cc1cc(C(=O)CSc2nnc(N)s2)c(C)n1-c1c(C)n(C)n(-c2ccccc2)c1=O,18,0,-2,23,103,1,-2,3,102
CC(=O)Nc1ccc(S(=O)(=O)NC2(C(F)(F)F)C(=O)Nc3c2c(=O)[nH]c(=O)n3C)cc1 (stereo not drawn),4,5,0,15,93,0,-2,1,89
COc1cc(C(C)=O)ccc1OCC(=O)Nc1ccccc1N1CCCC1,8,1,8,-4,101,1,16,3,103
CC(C)OC(=O)CSc1nnc(-c2ccncc2)n1N,2,8,-13,1,102,4,-12,0,102
O=C(CSc1nnnn1C1CCCC1)Nc1ccc2c(c1)OCCO2,2,-1,2,-13,105,3,-17,7,106
CNC(=O)C1CCC(=O)N1Cc1ccc(C)cc1 (stereo not drawn),14,-1,6,-8,94,2,-4,-1,96
O=C(c1ccco1)N1CCN=C1SCc1ccccc1F,-28,2,4,12,107,9,-6,3,104

# Part of the list above in another layout:
NALP1 yeast inh	IDE act	pCIP destab	UBC9 SUMO inh	MEKK2 WT-MEK5	IDE inh	M18AAP inhibitor	MEKK2mut PB1 HTS	MEKK3 PB1 HTS	smiles
.	0	.	.	102	0	-1	8	100	C=CCOc1ccc(/C(O)=C2/C(=O)C(=O)N(CCCN3CCOCC3)C2c2ccccc2)cc1 (stereo not drawn)
.	4	-2	8	60	-6	36*	-27	56	O=C(/C=C1\SC(=O)NC1=O)Nc1ccc(C(=O)O)cc1
-7	-2	-6	11	104	-2	-7	2	99	CC1CCN(C(=O)C2CCN(S(=O)(=O)c3ccc(-n4cnnn4)cc3)CC2)CC1
25	-1	-26	-18	103	6	2	5	107	C[C@@H](C(=O)Nc1ccc2ccccc2c1)[C@@H]1C[C@@]1(C)[C@@H](NC(=O)c1cnccn1)c1ccccc1
23	-1	-36	7	107	-6	-6	1	108	Cn1c(=O)c2ncn(CC(=O)Nc3nc(-c4ccc(Cl)cc4)cs3)c2n(C)c1=O
11	2	-8	4	67	-1	-7	-12	74*[inhibitor]	CCOC(=O)N/N=C/c1c(C)c(C(=O)c2ccc(F)cc2)n2ccccc12
18	0	-2	23	103	1	-2	3	102	Cc1cc(C(=O)CSc2nnc(N)s2)c(C)n1-c1c(C)n(C)n(-c2ccccc2)c1=O
4	5	0	15	93	0	-2	1	89	CC(=O)Nc1ccc(S(=O)(=O)NC2(C(F)(F)F)C(=O)Nc3c2c(=O)[nH]c(=O)n3C)cc1 (stereo not drawn)
8	1	8	-4	101	1	16	3	103	COc1cc(C(C)=O)ccc1OCC(=O)Nc1ccccc1N1CCCC1
2	8	-13	1	102	4	-12	0	102	CC(C)OC(=O)CSc1nnc(-c2ccncc2)n1N
2	-1	2	-13	105	3	-17	7	106	O=C(CSc1nnnn1C1CCCC1)Nc1ccc2c(c1)OCCO2
14	-1	6	-8	94	2	-4	-1	96	CNC(=O)C1CCC(=O)N1Cc1ccc(C)cc1 (stereo not drawn)
-28	2	4	12	107	9	-6	3	104	O=C(c1ccco1)N1CCN=C1SCc1ccccc1F

# (list continues)
SMILES,NALP1 yeast inh,IDE act,pCIP destab,UBC9 SUMO inh,MEKK2 WT-MEK5,IDE inh,M18AAP inhibitor,MEKK2mut PB1 HTS,MEKK3 PB1 HTS
Cc1cc(NC(=O)CC(CN(C)S(=O)(=O)c2ccccc2)c2ccccc2)no1 (stereo not drawn),10,2,-15,0,108,0,-1,8,108
CN(C)c1ccc(CNC(=O)CCS(=O)(=O)c2ccc3c(c2)oc(=O)n3C)cc1,9,3,-2,-1,98,2,12,-2,100
CC(=O)C1=C(C)Nc2ncnn2C1c1ccccc1OCc1ccccc1 (stereo not drawn),8,-3,0,-14,100,-1,6,0,100
CCCCN1C(=O)c2ccc(C(=O)Nc3cccc(C)c3C)cc2C1=O,16,5,-7,-4,88,-2,0,-11,84
CCC(=O)N1CCN(c2ccc(NC(=O)c3ccc4c(c3)OCCO4)cc2)CC1,-1,-3,-9,11,91,5,1,-5,88
COc1ccc(C(=O)NNC(=S)NC(=O)/C=C/c2cccs2)cc1,-20,5,-26,-15,101,-1,4,2,105
COCCn1nnnc1C(C(C)C)N1CCN(C(=O)c2ccco2)CC1 (stereo not drawn),4,6,-3,12,98,5,-9,-5,96
C/C(Cn1nc([N+](=O)[O-])cc1C)=N\NC(=O)c1ccc(O)cc1O,0,0,-11,-16,103,-3,41*,12,105
COc1ccccc1NC(=S)NCc1cccs1,23,2,-4,10,98,-8,3,-1,97
COc1ccccc1OCC(=O)Nc1cc2c(cc1C(=O)O)OCCCO2,9,0,-5,-4,98,2,7,4,101
CC(C)(C)OC(=O)NCCCC[C@H](NC(=O)c1nc[nH]c1C(=O)NC1CCN(C(=O)OC(C)(C)C)CC1)C(=O)OC(C)(C)C,.,11,2,-20,77,4,.,3,86
CCN(CC)c1ncnc2scc(C3COc4ccccc4O3)c12 (stereo not drawn),8,8,-5,-33,101,6,-4,2,105
Cc1cc(C)c(S(=O)(=O)N2CCCC(C(=O)NCc3cccnc3)C2)c(C)c1 (stereo not drawn),8,-1,-14,4,103,4,0,0,103
Cc1cc(OCC(=O)Nc2nccs2)c2c(C)cc(=O)oc2c1,14,5,10,17,99,7,0,-4,99
CCn1c(O)c(C2=c3ccccc3=NC2=O)c2cc(Br)ccc21,19,.,4,-7,98,-4,6,3,99
CC(=O)Nc1ccccc1OCc1cnc(Cl)s1,11,-3,6,-9,102,0,-5,0,100
O=C1CCCC2(O)C1C(c1cccc(Br)c1)NC(=O)N2Cc1ccccc1 (stereo not drawn),31,-3,2,-13,107,-2,-4,-1,104
CCc1cccc(NC(=O)NC2CCCCC2)c1,.,7,-7,8,106,0,6,6,102
COCCCn1c(O)c(/C=C2\N=C(C#N)C(=Nc3ccc(C)cc3)O2)sc1=S,8,-12,1,22,33*[inhibitor],10,19,-23,83
Clc1ccccc1/C=C/c1ccnc2ccccc12,21,2,6,14,101,4,10,2,98
CC(C)(C)OC(=O)NCCCC[C@H](NC(=O)c1nc[nH]c1C(=O)NC(c1ccccc1)c1ccccc1)C(=O)OC(C)(C)C,12,3,-2,-32,97,-3,-3,-1,104
